Compound activity deposited in PubChem BioAssay by The Scripps Research Institute Molecular Screening Center.
GPR151 activ: activators of human GPR151. PathHunter beta-arrestin GPR151 cells, luminescence. 650,000 compounds, 1% hits. activation, % at 11.2 µM. Q8TDV0; in the data active means activation above about 4.9%;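 further: 0% = median of compound wells and 100% = cells with positive control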
Target sequence (Q8TDV0 whole entry, looked up): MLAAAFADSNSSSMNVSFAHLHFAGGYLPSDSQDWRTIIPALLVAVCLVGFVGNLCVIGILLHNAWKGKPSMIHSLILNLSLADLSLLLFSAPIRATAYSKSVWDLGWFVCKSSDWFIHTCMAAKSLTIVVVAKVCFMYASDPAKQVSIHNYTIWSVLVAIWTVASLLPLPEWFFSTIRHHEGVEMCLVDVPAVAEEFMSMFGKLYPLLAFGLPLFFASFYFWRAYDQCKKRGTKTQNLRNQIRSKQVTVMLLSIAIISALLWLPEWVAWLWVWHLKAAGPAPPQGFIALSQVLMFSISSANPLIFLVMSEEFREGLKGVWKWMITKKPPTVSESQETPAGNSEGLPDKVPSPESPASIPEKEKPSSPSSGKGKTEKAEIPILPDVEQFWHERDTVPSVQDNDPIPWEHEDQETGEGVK
MITF primary: inhibitors of human MITF; O75030; AlphaScreen MITF homodimerization, bead proximity signal; inhibition, % at 2.6 µM; 650,000 compounds, 0.91% hits; AID 1259374; in the data active means inhibition above about 50%;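 further: 0% = vehicle wells with protein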
Target sequence (O75030 whole entry, looked up): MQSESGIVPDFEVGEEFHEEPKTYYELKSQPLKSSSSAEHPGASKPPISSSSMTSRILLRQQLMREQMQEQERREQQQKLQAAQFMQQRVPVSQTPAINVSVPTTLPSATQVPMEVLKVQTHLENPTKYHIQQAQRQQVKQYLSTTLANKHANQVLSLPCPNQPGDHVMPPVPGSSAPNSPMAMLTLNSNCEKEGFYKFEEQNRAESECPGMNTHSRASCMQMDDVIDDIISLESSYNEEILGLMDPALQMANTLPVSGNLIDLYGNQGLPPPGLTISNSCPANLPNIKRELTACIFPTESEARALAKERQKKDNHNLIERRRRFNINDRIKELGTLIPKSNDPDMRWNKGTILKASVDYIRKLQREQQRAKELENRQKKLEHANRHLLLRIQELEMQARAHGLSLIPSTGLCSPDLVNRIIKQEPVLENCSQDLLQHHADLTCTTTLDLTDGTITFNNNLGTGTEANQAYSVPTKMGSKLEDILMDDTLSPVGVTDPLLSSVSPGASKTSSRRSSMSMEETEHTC
FBW7 act: activators of human E3 ligase FBW7 | normalized activity (activation), % at 26.1 µM | AlphaScreen FBW7–phospho-cyclin E peptide binding, activator screen | Q969H0 | 650,000 compounds, 0.13% hits | AID 1259310; in the data active means normalized activity above about 1.9%;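 further: purified mutant Fbw7 with reduced substrate affinity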
TEAD-YAP block: TEAD-YAP interaction inhibition; HEK-TIYL cells, TEAD-Gal4/YAP UAS-luciferase luminescence; inhibition, % at 9.12 µM; 640,000 compounds, 1.4% hits; AID 1259422; in the data active means inhibition above about 32%;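 further: 0% = median of test compound wells and 100% = reference inhibitor wells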
* hit, by the source's call.

SMILES	GPR151 activ	MITF primary	FBW7 act	TEAD-YAP block
CCC(C)NC(=O)c1ccc2c(c1)ncn2-c1cc(C)ccc1OC (stereo not drawn)	-0.3	10.3	0.1	7.7
COc1cccc(C2C3=C(CC(C)(C)CC3=O)Nc3ccccc3N2C(=O)c2ccccc2)c1 (stereo not drawn)	1.6	15.1	-0.2	-0.7
CCOC(=O)N1CCC(NC(=O)c2ccc3c(=O)n(CC4CCCO4)c(=O)[nH]c3c2)CC1 (stereo not drawn)	-0.2	1.9	-0.2	2.2
Cc1ccc(S(=O)(=O)NCCc2ccc(S(N)(=O)=O)cc2)cc1	0.1	1.6	0.0	4.3
Cc1ccc(C2CC(c3cccs3)=NN2C(=O)CSc2nnc(CNC(=O)c3ccccc3)n2Cc2ccccc2)cc1 (stereo not drawn)	1.5	-4.9	-0.1	-1.0
Cc1cccc(-n2c(=O)c3ccccc3n(CC(=O)N3CCCCC3C)c2=O)c1 (stereo not drawn)	0.8	-11.6	0.0	6.6
Cc1ccc(NC(=O)C(=O)NCC2CCN(C(=O)c3cccc([N+](=O)[O-])c3)CC2)cc1	1.0	5.3	0.1	3.4
CCN1CCN(S(=O)(=O)Cc2ccccc2)CC1	3.9	9.4	-0.1	0.4
CCCCN(C)CCCN(Cc1ccco1)C(=S)Nc1ccc(OC)cc1	0.2	-10.8	0.1	1.0
O=C(Nc1ccccc1C(=O)O)c1ccc(C(=O)c2ccccc2)o1	-3.9	1.6	0.2	-18.9
Cc1cccc(NC(=O)CSc2n[nH]c(-c3ccccc3)n2)c1	-0.7	6.2	0.1	8.3
CCC(C)NC(=O)CNC(=O)c1nn(-c2ccc(OC)cc2OC)c(=O)c2ccccc12 (stereo not drawn)	0.5	-0.6	-0.1	-0.7
Fc1ccc(-c2nnn3c2nc(N2CCCC2)c2ccccc23)cc1	2.8	1.7	0.2	-2.1
Fc1cccc(F)c1-c1cn[nH]c1C1CCCN(Cc2ccn[nH]2)C1 (stereo not drawn)	-0.8	-5.8	0.0	6.9
Cn1ccnc1SCC(=O)Nc1ccccc1	0.7	-3.0	-0.1	-6.8
COc1ccc(/C=C/C(=O)Nc2ccc(OC)c(OC)c2)cc1OC	0.7	1.6	-0.1	-1.7
Cc1ccc(OCCNC(=O)C(=O)Nc2ccc(F)cc2)cc1	0.3	3.9	0.2	-15.0
Cc1cc2c(=O)n(CC(=O)Nc3ccc(Br)cc3C)cnc2s1	-2.4	3.9	0.0	-2.6
CC1(C)CC(=O)C/C(=N/Nc2nc3ccccc3o2)C1	0.1	-2.8	0.0	-0.8
O=C(NCCNS(=O)(=O)c1ccccc1[N+](=O)[O-])N1CCCCC1	-0.9	3.2	0.2	1.7
COCCn1nnnc1C(c1ccc(F)cc1)N1CCN(c2cc(C)ccc2C)CC1 (stereo not drawn)	-0.6	-5.2	-0.1	-3.1
CN(Cc1c(C(=O)N2CCCCC2)nc2sccn12)C1CCOC1 (stereo not drawn)	1.4	3.2	0.0	-1.6
Cc1cc(C(=O)N2CCOc3ccc(C(O)CCc4ccccc4)cc3C2)n(C)n1 (stereo not drawn)	0.5	9.7	0.3	9.6
COc1cc(OC)c(C(=O)OCC(=O)Nc2ncc(C(F)(F)F)cc2Cl)cc1OC	0.9	11.8	0.0	7.2
Cc1cc(NC(=O)CN2C(=O)CCSc3ccccc32)no1	-1.3	-5.0	-0.1	7.4
Additional structures:
SMILES	GPR151 activ	MITF primary	FBW7 act	TEAD-YAP block
COc1ccc2ccccc2c1C1N(c2ccccc2)CCN1c1ccccc1	-0.4	4.6	-0.1	-12.7
COc1cccc(C(=O)Nc2ccc(-c3cc4ccccc4oc3=O)cc2)c1	0.7	-1.1	0.5	-17.8
CC1CCc2sc(NC(=O)c3ccc(Br)cc3F)c(C(N)=O)c2C1 (stereo not drawn)	-1.4	8.5	0.7	-1.4
CCCNC(=O)c1cnc(NCCN2CCOCC2)s1	0.3	-11.3	0.1	5.2
CCOc1ccc(-c2csc(-c3cc4cccc(OC)c4oc3=O)n2)cc1	-1.1	0.3	1.5	2.3
Cc1cc2c(cc1S(=O)(=O)N1CCCCC1)OCC(=O)N2	-0.1	10.4	0.2	0.2
CCOCCOC(=O)C1=C(C)NC2=C(C(=O)CC(C)(C)C2)C1c1cc(Cl)c(O)c(OC)c1 (stereo not drawn)	-2.7	5.8	-0.1	-5.8
COc1ccc(Cn2c(=O)c3ccccc3c3ccccc3c2=O)cc1	1.6	11.6	0.0	2.1
CC(C)CN1CCN2C(=O)[C@H](Cc3ccccc3)NC(=O)[C@H]2C1	-0.4	-9.5	-0.3	-2.5
CSc1nc2c(c(=O)n1C1CCOC(C)(C)C1)C1(CCCC1)Cc1ccccc1-2 (stereo not drawn)	-0.5	-7.5	0.1	-2.2
Cc1cccc2c1=NC(=O)/C(=C/c1[nH]c(=S)[nH]c1O)C=2	-0.9	4.3	0.2	-2.1
Cc1cccc(NC(=O)CN(C)S(=O)(=O)c2ccc3c(c2)CCC(=O)N3)c1C	-0.4	8.8	0.6	4.4
CC1=CN2C(=NC(=O)CC2(C)C(=O)N(CC(=O)NC2CCCC2)Cc2ccccc2)C=C1 (stereo not drawn)	-0.6	16.6	1.5	-5.1
COC(=O)CN1C(=S)N(C)C(=O)/C1=C/c1ccc(SC)cc1	-0.2	4.7	0.3	12.3
O=C(NCCO)c1cccc(-c2cccs2)c1	2.6	58.9*	-0.1	1.0
COc1ccc(OC)c(C(C)NC(=O)c2ccccc2I)c1 (stereo not drawn)	-1.0	9.8	0.8	-10.1
CS(=O)(=O)N(CC(=O)Nc1ccccc1C(=O)O)c1ccc(F)cc1	2.8	10.0	-0.1	2.6
O=C(CCc1ccccc1)Nc1ccccc1C(=O)N1CCOCC1	-0.4	15.0	0.1	3.2
OCCC1CN(Cc2cccc(C(F)(F)F)c2)CCN1C1CCCC1 (stereo not drawn)	-0.5	8.5	-0.1	-6.3
COc1cccc(NC(=O)CSc2nnc(-c3ccncc3)n2-c2ccc(C)cc2)c1	0.6	4.2	-0.4	11.6
Cc1ccc(S(=O)(=O)N/N=c2\oc3ccccc3cc2C(=O)Nc2ccccc2)cc1	0.2	5.4	-0.2	-31.9
Cc1c(-c2ccncc2)oc2ccc(Br)cc2c1=O	-0.2	4.6	0.0	-14.4
COCCNC(=O)CCCc1nc(-c2ccc(Cl)cc2)no1	2.0	0.9	0.0	9.4
CCOC(=O)C(C)Oc1ccc2c3c(c(=O)oc2c1)CCC3 (stereo not drawn)	0.0	17.3	0.1	-1.2
N#Cc1nc(-c2ccccc2F)oc1NCc1cccc2c1OCO2	-0.2	3.5	-0.1	7.3

Reformatted in markdown: part of the list above.
| SMILES | GPR151 activ | MITF primary | FBW7 act | TEAD-YAP block |
| --- | --- | --- | --- | --- |
| COC(=O)CN1C(=S)N(C)C(=O)/C1=C/c1ccc(SC)cc1 | -0.2 | 4.7 | 0.3 | 12.3 |
| O=C(NCCO)c1cccc(-c2cccs2)c1 | 2.6 | 58.9* | -0.1 | 1.0 |
| COc1ccc(OC)c(C(C)NC(=O)c2ccccc2I)c1 (stereo not drawn) | -1.0 | 9.8 | 0.8 | -10.1 |
| CS(=O)(=O)N(CC(=O)Nc1ccccc1C(=O)O)c1ccc(F)cc1 | 2.8 | 10.0 | -0.1 | 2.6 |
| O=C(CCc1ccccc1)Nc1ccccc1C(=O)N1CCOCC1 | -0.4 | 15.0 | 0.1 | 3.2 |
| OCCC1CN(Cc2cccc(C(F)(F)F)c2)CCN1C1CCCC1 (stereo not drawn) | -0.5 | 8.5 | -0.1 | -6.3 |
| COc1cccc(NC(=O)CSc2nnc(-c3ccncc3)n2-c2ccc(C)cc2)c1 | 0.6 | 4.2 | -0.4 | 11.6 |
| Cc1ccc(S(=O)(=O)N/N=c2\oc3ccccc3cc2C(=O)Nc2ccccc2)cc1 | 0.2 | 5.4 | -0.2 | -31.9 |
| Cc1c(-c2ccncc2)oc2ccc(Br)cc2c1=O | -0.2 | 4.6 | 0.0 | -14.4 |
| COCCNC(=O)CCCc1nc(-c2ccc(Cl)cc2)no1 | 2.0 | 0.9 | 0.0 | 9.4 |
| CCOC(=O)C(C)Oc1ccc2c3c(c(=O)oc2c1)CCC3 (stereo not drawn) | 0.0 | 17.3 | 0.1 | -1.2 |
| N#Cc1nc(-c2ccccc2F)oc1NCc1cccc2c1OCO2 | -0.2 | 3.5 | -0.1 | 7.3 |

(next part)
SMILES	GPR151 activ	MITF primary	FBW7 act	TEAD-YAP block
COc1ccc(C(=O)NC(=S)Nc2ccc([N+](=O)[O-])cc2)cc1	1.2	-8.3	-0.1	-10.5
O=C1Nc2ccccc2/C1=C/c1cc(C(=O)CCl)c[nH]1	-5.4	5.5	-0.1	0.9
NC(=S)N/N=C/c1cccc(Br)c1	-0.6	7.0	0.0	4.1
O=C(CSc1n[nH]c(=O)[nH]c1=O)N1CCCCCC1	-0.3	12.5	0.2	-0.1
CCOc1ccccc1CN1CCOc2ccc(C(O)c3ccncc3)cc2C1 (stereo not drawn)	-1.0	-0.2	-0.1	5.2
O=C(Cn1c(-c2ccccn2)nc2ccccc21)N1CCOCC1	-0.9	4.7	-0.1	-7.6
COc1ccc(C2CC(=O)C(C)C(c3ccc(OC)cc3)N2)cc1 (stereo not drawn)	-0.8	1.9	0.0	4.7
Cc1ccc(NC(=O)c2cc3c(CO)cnc(C)c3oc2=O)c(Cl)c1	-0.3	16.0	0.0	-10.4
CN(C(=O)c1ccccc1[N+](=O)[O-])C1CCCCC1	0.9	8.4	0.5	2.2
COc1ccc(S(=O)(=O)Nc2ccccn2)c2ccccc12	-0.2	5.5	0.1	-0.7
CCCOc1ccc(C2C3(C#N)C(N)=NC4(OCCO4)C23C#N)cc1 (stereo not drawn)	0.6	10.8	-0.2	11.8
O=C(NC(=S)Nc1ccc2nn(-c3ccc(F)cc3)nc2c1)c1ccccc1Cl	2.4	-13.1	-0.1	7.2
Cc1ccc2nc(NS(=O)(=O)c3ccc(Cl)cc3)c(Nc3ccc(N4CCCCC4)c(Cl)c3)nc2c1	0.7	7.9	0.0	3.2
Cc1ccc(-n2[nH]c(C)c(/C=C3\C=Nc4ccccc43)c2=O)cc1	-1.0	16.4	0.1	0.2
Nc1cc(N)nc(SCc2cc([N+](=O)[O-])cc3c2OCOC3)n1	-0.3	5.2	-0.1	-9.1
CCOc1cc(C#N)ccc1OCC(=O)Nc1cccc(C)c1	-0.5	-3.4	0.1	-4.0
COc1cc(CN2CCN(Cc3cnn(C)c3)CC2CCO)cc(OC)c1 (stereo not drawn)	-0.8	0.9	0.0	1.0
CCNC(=O)N1CCC(c2c[nH]c3ccccc23)CC1	2.0	5.4	0.2	-2.1
NN1C(=O)c2cccc3cccc(c23)C1=O	0.7	3.9	0.1	-4.0
O=C(O)CC(NCc1cccnc1)C(=O)Nc1ccc(Cl)cc1 (stereo not drawn)	0.1	5.0	0.1	0.4
O=C(CSc1nnc2ccccn12)Nc1cccc(C(F)(F)F)c1	-1.0	2.3	-0.1	-19.1
O=S(=O)(c1ccccc1)N1CCC(N2CCCCCC2)CC1	2.2	28.3	-0.2	1.2
CCOc1ccc(C2C3CN(C(C)=O)CC=C3C(C#N)=C(N)C2(C#N)C#N)cc1OCC (stereo not drawn)	-0.9	15.5	1.2	0.9
O=C(Nc1cccc(F)c1)N1CCC(O)(c2cccnc2)CC1	0.7	-2.7	-0.5	-2.5
O=C(CSc1nnc(-c2ccncc2)n1-c1ccccc1)c1c[nH]c2ccccc12	0.3	10.9	-0.1	8.1
Continuation:
SMILES	GPR151 activ	MITF primary	FBW7 act	TEAD-YAP block
CCOc1ccc(C=C2C(=O)N(C)C(=S)N(C)C2=O)cc1OCC	-1.1	-1.1	0.0	3.6
O=C(CSc1nc2cc(Cl)ccc2s1)NCC1CCCO1 (stereo not drawn)	-1.0	12.5	0.0	3.8
CCCC(=O)NC(Nc1sc2c(c1C#N)CCCC2)(C(F)(F)F)C(F)(F)F	-1.0	14.5	0.2	8.3
COc1ccccc1C(=O)Oc1coc(CSc2nccc(C)n2)cc1=O	-3.2	-8.2	-0.3	4.7
CC(C)=CC(=O)Nc1scc(-c2ccccc2)c1C(=O)O	-3.1	-2.9	0.0	-4.4
Cc1cccc2cc(CN(C(=O)c3cnccn3)C3CCCC3)c(Cl)nc12	0.7	-14.5	0.0	-0.4
Cc1ccc(S(=O)(=O)Nc2cc3c(C)cc(=O)oc3cc2C)cc1	0.4	-16.3	0.0	14.9
COc1ccc(/C=C/C(=O)Nc2nc(CN3CCc4ccccc4C3)cs2)cc1OC	1.5	-7.7	-0.3	45.2*
CCn1c(=O)c(=O)n(CC)c2cc(S(=O)(=O)Nc3ccc(C)cc3)ccc21	-1.0	18.7	0.2	1.8
COc1cc(COc2coc(CN3CCc4ccccc4C3)cc2=O)cc(OC)c1	0.0	-0.6	0.3	2.9
Cc1c(CNC2CCCCC2)c(C(=O)O)c(C)n1Cc1ccc(F)cc1Cl	0.4	-3.2	-0.1	-3.9
CCCOc1ccc(OC(=O)Cn2cnc3sc4c(c3c2=O)CCCC4)cc1	-1.7	15.0	0.0	2.6
Nc1nc(NCCOc2ccccc2)cc(N2CCc3ccccc3C2)n1	1.7	19.8	0.0	-3.0
CCOC(=O)c1cc(-c2ccccc2OC)nc2c1c(=O)[nH]c(=O)n2C	-1.5	5.5	0.5	-8.5
CC[C@H](C)[C@@H]1NC(=O)[C@@H]2C[C@H](NCc3cn(C)nc3-c3ccccc3)CN2C1=O	-0.8	3.4	-0.1	3.4
COc1ccc(NC(=O)Cn2c(-c3cccnc3)nc3ccccc32)c(OC)c1	-0.2	-5.6	-0.1	-8.8
